Giardia FBPA inh – qHTS Assay for Inhibitors of Fructose-1,6-bisphosphate Aldolase from Giardia Lamblia; A8B2U2; AID 2451, 2010; purified Giardia FBPA; hit rate 0.71% among 290,000; Potency, µM (titrated, usually from 59.6 µM), inactives show at the top dose activity, negative = inhibition, actives largely listed as inhibitors; also: potency is read from the fitted curve at half-maximal effect; % is scaled to controls: 0 for no effect and ±100 for the full control effect; nearly all actives have a fitted effect of over 55% in size
Target sequence (A8B2U2 whole entry, looked up): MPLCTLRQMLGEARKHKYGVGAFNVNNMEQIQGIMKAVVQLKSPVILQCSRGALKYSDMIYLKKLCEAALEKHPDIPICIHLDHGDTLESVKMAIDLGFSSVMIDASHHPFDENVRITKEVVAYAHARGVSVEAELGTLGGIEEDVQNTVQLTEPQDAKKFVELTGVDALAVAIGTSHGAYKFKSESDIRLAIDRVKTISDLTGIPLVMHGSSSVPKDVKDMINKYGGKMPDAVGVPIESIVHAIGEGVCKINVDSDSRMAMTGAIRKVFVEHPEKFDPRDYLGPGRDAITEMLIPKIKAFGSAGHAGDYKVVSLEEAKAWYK
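Giardia FBPA (40 nM reagent) was preincubated 10 min at RT with compound (up to 57.5 uM final), then substrate plus GAPDH/TPI/NAD/arsenate coupling system with diaphorase/resazurin was added; resorufin fluorescence (525/598 nm) was read after 20 min.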
AmpC inh detg – qHTS Inhibitors of AmpC Beta-Lactamase (assay with detergent); P00811; AmpC hydrolysis of nitrocefin, absorbance 480 nm, 0.01% Triton; Potency, µM (doses to about 114 µM), without a hit: at the top dose activity change, negative = inhibition, most hits filed as inhibitors; hit rate 0.041% among 370,000;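 also: potency is read from the fitted curve at half-maximal effect; 0% = no-compound wells and -100% = no-enzyme wells; nearly all actives have a fitted effect of over 25% in size; some results filed as inactive show a strong effect at the top dose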
Target sequence (P00811 whole entry, looked up): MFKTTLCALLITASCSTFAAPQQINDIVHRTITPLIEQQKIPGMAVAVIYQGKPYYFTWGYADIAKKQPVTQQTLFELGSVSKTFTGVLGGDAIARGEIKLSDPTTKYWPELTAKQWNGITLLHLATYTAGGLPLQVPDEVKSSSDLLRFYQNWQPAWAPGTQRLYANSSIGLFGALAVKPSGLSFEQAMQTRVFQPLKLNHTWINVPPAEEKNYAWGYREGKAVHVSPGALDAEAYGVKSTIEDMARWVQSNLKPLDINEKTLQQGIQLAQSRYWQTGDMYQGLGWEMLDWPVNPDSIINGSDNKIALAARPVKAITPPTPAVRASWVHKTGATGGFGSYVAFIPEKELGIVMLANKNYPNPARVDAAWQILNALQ
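20 mM phosphate pH 7.0 + 0.01% (detergent screen) or 0.0001% Triton X-100; 5.3 nM AmpC reagent; cpd preinc 15 min RT; nitrocefin (800 uM stock) to start; A480 q20 s × 4 min; Activity was normalised to no-enzyme and no-compound control wells.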
AMA1 RON2 block – qHTS for Inhibitors of AMA1-RON; Towards Development of Antimalarial Drug Lead: Primary Screen; Plasmodium falciparum AMA1 (3D7) - RON2 peptide interaction; AlphaScreen AMA1-biotinylated RON2 peptide binding; Potency, µM (highest dose often 58.2 µM), for inactives: top-dose activity change, negative = inhibition, hits mostly inhibitors; hit rate 0.2% among 360,000; AID 720542, 2013;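 also: potency is read from the fitted curve at half-maximal effect; 0% = vehicle wells and -100% = peptide control; nearly all actives have a fitted effect of over 45% in size; some results filed as inactive show a strong effect at the top dose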
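AMA1 (3D7) with his tag at 25 nM final met compounds first, then biotinylated RON2 peptide at 25 nM; detection used donor plus acceptor beads, 10 µg/mL apiece, read by AlphaScreen after 30 min at room temperature.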
CHX counter – Cycloheximide Counterscreen for Small Molecule Inhibitors of Shiga Toxin | cell reporter, cycloheximide protein synthesis inhibition counterscreen | max response, % | hit rate 12% among 300,000 | AID 2314, 2010; in the data active = max response mostly above about 13%, no sharp cut-off; inactive = mostly below about 14%; also: read at 38.3 µM for the half of the compounds with a filed dose; 0% is about no effect
Shiga toxin inh – A qHTS for Small Molecule Inhibitors of Shiga Toxin; inhibition, % at 38.7 µM; AID 2315, 2010; hit rate 9.2% among 290,000; Vero cells, Shiga toxin protein synthesis inhibition reporter; in the data active = inhibition mostly above about 28%, no sharp cut-off; inactive = mostly below about 43%; also: 0% is about no effect
AmpC no deterg – qHTS Inhibitors of AmpC Beta-Lactamase (assay without detergent) | P00811 | AmpC nitrocefin hydrolysis, absorbance 480 nm, 0.0001% Triton | Potency, µM (top dose mostly 57.1 µM), inactives show at the highest dose activity change, negative = inhibition, usual class: inhibitors | hit rate 0.52% among 330,000 | AID 485341, 2010;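 also: potency is read from the fitted curve at half-maximal effect; plate controls were no compound for no effect and no enzyme for full effect; nearly all actives have a fitted effect of over 20% in size; some results filed as inactive show a strong effect at the top dose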
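20 mM phosphate pH 7.0 + 0.01% (detergent screen) or 0.0001% Triton X-100; 5.3 nM AmpC reagent; cpd preinc 15 min RT; nitrocefin (800 uM stock) to start; A480 q20 s × 4 min; Activity was normalised to no-enzyme and no-compound control wells.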
HCMV inh – qHTS Assay for inhibitors of the human cytomegalovirus (HCMV) | HFF cells, HCMV-luciferase reporter, 72 h; stronger effect = lower value | activity change, negative = inhibition, % at 57.5 µM | hit rate 4.5% among 410,000; in the data active = activity change below about -60%; inconclusive = no clear call, values can overlap the other calls; inactive = above about -39%; also: % is scaled to controls: 0 for no effect and ±100 for the full control effect
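After 16 h attachment at 37C, HFF cells received test compound and HCMV-luciferase (1 PFU/cell); reporter luminescence read 72 h later, data normalized against buffer-only and known inhibitor Salinomycin.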
* marks the source's active call; other numbers are inactive results; ? = inconclusive; . = no result given; & = joins results of further samples; [ ] = dose if it differs, or a comment. Unless noted, calls follow the shape of the dose curve; as a rule, active = well fitted curve in the direction sought with a large enough effect; inconclusive = small, poorly fitted or top-dose-only effect, or another doubt; inactive = no such curve, though single readings can be large; an effect the other way counts as inactive or inconclusive.

Below each SMILES – Giardia FBPA inh	AmpC inh detg	AMA1 RON2 block	CHX counter	Shiga toxin inh	AmpC no deterg	HCMV inh
CCn1c(C)c(C(C)=O)c(N2CCC(C(N)=O)CC2)nc1=S
 : -29%	2%	-5%	-3	0	.	-26
COc1ccc(OC)c(/C=N/NC(=O)C(=O)N2CCCCCC2)c1
 : .	-4%	-25%	-2	-32	-16%	22
O=C(O)c1ccccc1NC(c1ccccc1)c1ccc(Cl)cc1 (stereo unspecified)
 : 0%	-5%	-6%	-3	-4	-44%	21
Cc1ccc(NC(=O)c2ccc(Cl)nc2)cc1
 : -10%	0%	15%	34*	140*	-45%	112
O=C(CSc1cccc(C(F)(F)F)c1)Nc1nnc(C2CC2)s1
 : .	.	20%	.	.	-14%	82
Cc1cc(-c2nnc(SCCC(=O)Nc3ccccc3)o2)no1
 : .	0%	24%	35*	-12	-22%	-85*
O=C(NCc1cccnc1)Nc1ccc(Cl)cc1Cl
 : .	-14%	2%	10	-4	-18%	57
CC(C)(C)[C@H]1C=C(C(=O)NCc2nc3ccccc3[nH]2)O[C@@H](OCCCCO)C1
 : -7%	-4%	0%	-3	-12	100%[activator]	-13
ON1C2CCCCC2N(O)C1c1ccccc1C(F)(F)F (stereo unspecified)
 : -4%	-10%	?	-2	-23	-14%	-30
COc1cccc(C(=O)N2CCN(C(=O)C3COc4ccccc4O3)CC2)c1 (stereo unspecified)
 : .	0%	7%	7	2	17%	-21
COc1ccc(Cl)cc1NC(=O)c1nnn(CC(=O)Nc2cc(C)cc(C)c2)c1N
 : -7%	-17%	2%	2	7	-23%	?
CCOCCCNC(=O)C1CCCN(S(=O)(=O)c2cccc3nsnc23)C1 (stereo unspecified)
 : 4%	9%	-5%	-6	17	-1%	0
CN(CC1CCCN(CCc2ccc(Cl)cc2)C1)C(=O)CC(F)(F)F (stereo unspecified)
 : 4%	-11%	10%	-2	-3	1%	29
CC(C)CO/C(=N/S(=O)(=O)c1ccccc1)c1ccccc1
 : 0%	0%	1%	-1	-5	-15%	13
CCOc1ccc2nc(N3CCCC(C(=O)NCCCN4C(C)CCCC4C)C3)sc2c1 (stereo unspecified)
 : .	-5%	0%	17*	54*	66%[activator]	50
Cc1cccc(C)c1NC(=O)CNC(=O)C(C)N(C)CC(=O)Nc1ccc(F)cc1 (stereo unspecified)
 : .	-11%	51%[activator]	.	.	-3%	-19
Cc1ccc(S(=O)(=O)N2CCC(C(=O)NNC(=O)c3ccccc3O)CC2)cc1C
 : .	-15%	29%	.	.	?	-15
CCc1ccc(-c2cc(C(=O)N/N=C/c3ccccn3)[nH]n2)cc1
 : ?	-11%	68%[activator]	22	29	-33%	-2
O=C(CSc1ncc(-c2ccc(F)cc2)n1Cc1ccco1)Nc1ccc2c(c1)OCO2
 : -6%	-5%	-9%	39*	110*	.	12
Cc1ccc(S(=O)(=O)NN)c(C)c1N1CCCC1=O
 : 1%	-6%	28%	2	4	6%	0
O=C(CSCc1ccccc1)N=Nc1c(O)[nH]c2ccccc12
 : -11%	?	45%[activator]	27*	11	-13%	-4
O=C(NCc1ccccc1)c1ccc2c(=O)n(CC3CCCO3)c(=S)[nH]c2c1 (stereo unspecified)
 : 1%	-1%	13%	-1	18	-3%	-18
CCOC(=O)C(NC(=O)CC)(Nc1ccc(S(=O)(=O)Nc2ncccn2)cc1)C(F)(F)F (stereo unspecified)
 : -12%	?	6%	-3	-1	-16%	-27
Cn1nnnc1SCc1ccc(C(=O)Nc2ccc(Br)cc2)cc1
 : 0%	?	5%	47*	57*	-34%	-35
CC(C)c1ccc(OCC(=O)NC(Cc2c[nH]c3ccccc23)C(=O)O)cc1 (stereo unspecified)
 : 12%	-8%&-6%	-13%	2	12	0%	-36&21
O=C(NC(=S)Nc1ccc(Cl)cc1Cl)C1CC1
 : -6%	?	-2%	40*	98*	-27%	12
CC1Cc2ccccc2N1C(=O)c1ccc2nccnc2c1 (stereo unspecified)
 : .	3%	-5%	1	-17	12%	28
O=[N+]([O-])c1cccc(S(=O)(=O)Nc2ccc(Cc3ccncc3)cc2)c1
 : 3%	-1%	4%	-1	-12	-51%	0
COc1ccc(C(=O)NC(=S)Nc2ccccc2N2CCCCC2)cc1[N+](=O)[O-]
 : 0%	-11%	-1%[2.32 µM]	-1	-14	-48%	-11
COC(=O)C(CCSC)NC(=O)/C=C/c1ccc(OC)cc1 (stereo unspecified)
 : 3%	4%	0%	-1	13	-6%	4
C=CCn1c2ccccc2c2nnc(SCCN3CCOCC3)nc21
 : 5%	-13%	16%	-1	-3	38%	14
COc1ccc(C(=O)N(C)C2CCCCC2)cc1OC1CCN(C(C)C)CC1
 : .	3%	2%	-2	-20	-7%	32
CC(=O)c1ccc(NC(=O)c2noc3c2CCCCC3)cc1
 : 3%	-5%	-4%	40*	44*	-4%	224
COc1ccc(C(=O)NC2CC3CCCC(C2)N3CC(C)C)cc1OC (stereo unspecified)
 : 1%	-10%	-1%	1	-10	-12%	5
Cc1nc2c(Cl)cccc2[nH]1
 : -9%	-1%	-6%	0	-11	-6%	-18
CC(=O)Nc1ccc(C(=O)COC(=O)C2CC2C)c(F)c1 (stereo unspecified)
 : .	-16%	6%	.	.	-12%	2
O=C(Cn1cnc2c(cnn2-c2ccccc2)c1=O)Nc1ccc(S(=O)(=O)N2CCOCC2)cc1
 : 7%	-11%	-11%	-4	-10	6%	?
Cc1csc(-c2cnn(-c3ccccc3)c2NC(=O)c2ccccc2)n1
 : 4%	-14%	7%	1	-6	-10%	69
CC(Sc1nnc(NC2CCCCC2)s1)C(=O)Nc1ccc2c(c1)C(=O)c1ccccc1C2=O (stereo unspecified)
 : -15%	-10%	-3%[11.6 µM]	26*	76*	-22%	83
CC[C@]12c3[nH]c4cc(CCC(=O)N(C)C)ccc4c3CCN1C(=O)[C@@H](CC(=O)NCCc1ccccn1)C[C@@H]2C(=O)N1CCN(C(=O)c2ccco2)CC1
 : .	.	103%[activator]	.	.	131%[activator]	27
CCOC(=O)c1c(N)sc(C(=O)N2CCOCC2)c1C
 : 3%	?	5%	1	11	-19%	68
N#Cc1ccc(N2CCN(C(=O)c3cccs3)CC2)c(F)c1
 : -4%	-8%	3%	16	30	-16%	-14
Nc1cc(S(=O)(=O)N2CCCCC2)ccc1Oc1ccc(Cl)cc1
 : -2%	-14%	2%	-1	-10	-25%	-66*
CC(=O)c1c(C)[nH]c(C(=O)Nc2nc(-c3ccccc3)c(C)s2)c1C
 : 1%	-11%	-5%[11.6 µM]	23*	15	-11%	5
Cc1cccc(CCNC(=O)C2CCN(S(=O)(=O)N3CCOCC3)CC2)c1
 : .	1%	-9%	-3	-4	5%	-20
CCN(CC)c1ccc(NC(=O)CN2CCN(CC(=O)Nc3ccc(F)cc3)CC2)cc1
 : -7%	1%	-25%	-3	-17	84%[activator]	43
Cc1ccc(NC(=S)N2CCN(C(=O)c3ccccc3)CC2)c(C)c1
 : 2%	-9%	-1%	-2	9	-3%	10
CCOC(=O)COc1c(-c2ccc(OC)cc2)oc2ccccc2c1=O
 : 1%	-2%	8%	-3	8	30%	-20
CC(C)NCCCCOc1ccccc1-c1ccccc1
 : -12%	2%	.	-5	-22	41%	.
O=C(O)COc1ccc(Nc2ccccc2)cc1
 : 2%	-8%	?	1	-8	-43%	-34
COC(=O)C1=C(CSc2nnnn2C)NC(=O)NC1c1cc(C)ccc1C (stereo unspecified)
 : 1%	2%	-3%	-3	-13	-16%	?
Cc1ccc(C)c(S(=O)(=O)N/N=C/c2ccc(C(=O)O)cc2)c1
 : 8%	-11%	6%	-2	23	-14%	-16
COc1ccc(OC)c(/C=N/NC(=O)CCc2c(C)n[nH]c2C)c1
 : 0%	0%	-2%	-2	-8	-5%	10
CCOc1ccc(NC(=O)C(=O)N/N=C/c2ccccc2F)cc1
 : 6%	3%	-15%	3	-14	1%	-35
CN(CC(=O)Nc1cccc(F)c1)C(=O)c1ccc2c(c1)NC(=O)CS2
 : .	-2%	-3%	.	.	-25%	29
O=C(COc1ccccc1)Nc1sc2c(c1C(=O)NCc1cccnc1)CCCC2
 : -2%	0%	-8%	2	66	?	2
S=c1[nH]nc(Cn2nnc3ccccc32)n1-c1ccc(Cl)cc1
 : -9%	9%	15%	-1	-12	-10%	-20
COc1cccc2c(=O)n(CC(=O)Nc3ccc(F)cc3F)ccc12
 : 4%	?	0%	-3	9	25µM*	-36
Cc1ccc(C)c(S(=O)(=O)N2CCN(C(=O)[C@H](Cc3ccccc3)NC(=O)c3ccco3)CC2)c1
 : .	.	-8%	.	.	26%	-12
N#CCO/N=C/C(=O)Nc1ccc(F)cc1F
 : 1%	2%	17%	-1	-3	-22%	1

Following part
Below each SMILES – Giardia FBPA inh	AmpC inh detg	AMA1 RON2 block	CHX counter	Shiga toxin inh	AmpC no deterg	HCMV inh
CC(=O)OC1(Cc2ccccc2)CN2CCC1c1ccccc12 (stereo unspecified)
 : -21%	-10%	-2%	-2	-9	64%[activator]	?
O=C(Nc1ccc(-c2nc3cccnc3s2)cc1)c1cccnc1Cl
 : 4%	8%	3%	66*	57*	2%	87
Cc1cc(C)cc(NC(=S)NC2CC3CCCC(C2)N3CC(C)C)c1 (stereo unspecified)
 : 2%	3%	0%	13	1	-9%	-31
COc1cc(OC)c(OC)cc1/C=N/NC(=O)c1cc(-c2cccn2C)n[nH]1
 : -1%	0%	-4%	-2	-19	20%	3
CC1(NC(=O)CC(c2ccccc2)(c2ccccc2)c2ccccc2)CCN(CCCc2ccccc2)C1=O (stereo unspecified)
 : .	3%	-10%	.	.	61%[activator]	-10
COCCCN1CN(Cc2ccco2)CNC1=S
 : -1%	3%	-1%	-2	10	-24%	-16
CCOC(=O)c1c(C)[nH]c(C(=O)COC(=O)c2ccco2)c1C
 : .	.	-22%	.	.	-5%	13
CCC(C)(C)NC(=O)C(c1ccccc1F)N(Cc1ccco1)C(=O)c1csnn1 (stereo unspecified)
 : 0%	1%	0%	-3	-13	2%	-7
Cc1ccc(C)c(SCC(=O)OCC(=O)Nc2ccc(S(=O)(=O)N3CCOCC3)cc2)c1
 : -1%	-15%	-2%	-2	-4	6%	-14
CN(CC(=O)Nc1ccccc1Br)C(=O)CN(C)C1CCCCC1
 : .	-3%	18%	.	.	-10%	46

At a glance, part of the list above:
Below each SMILES – Giardia FBPA inh	AmpC inh detg	AMA1 RON2 block	CHX counter	Shiga toxin inh	AmpC no deterg	HCMV inh
CC(=O)OC1(Cc2ccccc2)CN2CCC1c1ccccc12 (stereo unspecified)
 : -21%	-10%	-2%	-2	-9	64%[activator]	?
O=C(Nc1ccc(-c2nc3cccnc3s2)cc1)c1cccnc1Cl
 : 4%	8%	3%	66*	57*	2%	87
